# Dyrk1A ADPGlo – Dyrk1A (rat) kinase inhibition | Q63470 | ADP-Glo luminescence, NFATc1 peptide | inhibition, % at 12.5 µM | 0.43% of 310,000 active; in the data active means inhibition above about 50%;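 further: plate controls were vehicle with enzyme for no effect and no enzyme for full effect; many of its hits are not listed in these tables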
# AI-2 QS modul – Vibrio harveyi AI-2 quorum sensing modulation. Vibrio harveyi JMH597 AI-2 luminescence/OD600 ratio, 9 h; stronger effect = lower value; strain lacks LuxN and CqsS sensors; 0 = neutral-control median. activity change, % at 7.5 µM. 0.4% of 300,000 active. AID 2094; in the data active means activity change below about -75%, passing the limit was not always enough; inconclusive means no clear call, values can overlap the other calls;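 further: luminescence divided by OD600 gain over 9 h not by final OD600 alone; inactives centre near 13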
# HSP90 inh – inhibitors of HSP90 luciferase refolding in rabbit reticulocyte lysate | inhibition, % at 5.6 µM | luciferase refolding luminescence, 3 h | 0.91% of 290,000 active;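 active means inhibition above the screen-wide mean plus 3 SD, computed separately per campaign, cut at about 16% in these data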;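 further: 0% = DMSO wells and 100% = 60 µM geldanamycin wells; inhibitors lower the luminescence because luciferase stays unfolded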
# HDAC3 inh – human HDAC3 inhibition | O15379 | recombinant HDAC3, fluorogenic peptide/trypsin coupled, fluorescence | inhibition, % at 8.3 µM | 0.15% of 320,000 active | AID 2718; in the data active means inhibition above about 26%, passing the limit was not always enough; inconclusive means no clear call, values can overlap the other calls
# Target sequence (O15379 whole entry, looked up): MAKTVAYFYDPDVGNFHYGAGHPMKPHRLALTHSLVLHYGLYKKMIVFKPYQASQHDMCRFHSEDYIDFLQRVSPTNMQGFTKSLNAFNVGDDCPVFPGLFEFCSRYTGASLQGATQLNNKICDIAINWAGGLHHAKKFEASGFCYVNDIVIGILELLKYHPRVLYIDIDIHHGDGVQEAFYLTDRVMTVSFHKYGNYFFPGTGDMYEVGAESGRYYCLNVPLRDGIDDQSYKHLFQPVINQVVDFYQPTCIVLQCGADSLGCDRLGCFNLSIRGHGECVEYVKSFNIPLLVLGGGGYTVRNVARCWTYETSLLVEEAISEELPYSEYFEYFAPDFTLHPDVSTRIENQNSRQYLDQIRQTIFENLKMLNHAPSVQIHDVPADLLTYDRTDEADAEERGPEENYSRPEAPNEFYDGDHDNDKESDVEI
# Platelet DG rel – platelet dense granule release activity | inhibition, %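 (compounds screened at 7.5 µM in platelet-rich plasma)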 | human platelet-rich plasma, SFLLRN dense granule ATP release, luminescence | 0.22% of 300,000 active;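 active means mean replicate score, as percent of positive control, at or above 50; inconclusive means mean below 50 but at least one replicate at or above 50; inactive means mean and every replicate below 50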
# HSF1 inh – HSF1 inhibition; 0.77% of 300,000 active; NIH3T3-HGL HSE-luciferase, MG132-induced, luminescence 8 h; stronger effect = lower value; AID 2098; activity change, negative = inhibition, % at 7.5 µM (by protocol);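 active means more than half of replicate wells show activity change below -50%, luminescence cut by over half; inconclusive means some wells, but at most half, below -50%; inactive means no replicate well below -50%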;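 further: luciferase reports HSF-1 transcriptional activity via heat shock element; 0% = median of DMSO wells and -100% = zero luminescence signal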
# PolyA inhibitor – blocks polyadenylation in yeast reporter cells. S. cerevisiae SKY197-pL101 polyadenylation reporter, beta-gal luminescence; efflux-impaired pdr1/pdr3 knockout yeast; score 100 = 6 SD above DMSO. calls only at 12 µM. 0.02% of 300,000 active;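 active means lowest replicate activity score at least 50, where 100 means six control SD above control mean; inconclusive means lowest score under 50 but half or more replicates reach 50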;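 further: yeast exposed to compound for 9 h at 30 °C; higher score means more reporter readthrough which indicates perturbed polyadenylation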
# HSF1 activator – increases HSF-1 driven luciferase reporter signal | 1.7% of 300,000 active | NIH3T3-HGL HSF-1 luciferase reporter, MG132, 8 h; 100% = twice DMSO control signal | activation, % at 9 µM;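 active means mean replicate activation of at least 50% with a set share of replicates each reaching 50%; inconclusive means only one of those two conditions met; inactive means mean below 50% and too few replicates reaching it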;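 further: 0% = median of the neutral control wells and 100% = twice that signal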
# GSK3A inh – blocks human GSK-3 alpha kinase; P49840; ADP-Glo luminescence, 60 min; inhibition, % at 10 µM; 0.1% of 320,000 active; AID 2650;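 in the data active means inhibition above about 50%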;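 further: GST-tagged GSK-3 alpha with peptide substrate and 25 µM ATP; 0% = DMSO neutral wells and 100% = GW8510 positive control wells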
# GSK3B inh – inhibitors of human GSK3beta kinase; P49841; GST-GSK3beta kinase, ADP-Glo luminescence, 60 min; stronger effect = lower value; activity score (negative = inhibition), % at 10 µM; 0.038% of 300,000 active;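 active means more than half of replicate wells score below -50%, meaning over 50% inhibition versus plate controls; inconclusive means some replicates but at most half score below -50%; inactive means no replicate scores below -50%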;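 further: 0% = median DMSO wells and -100% = median GW8510 positive control wells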
# Target sequence (P49841 whole entry, looked up): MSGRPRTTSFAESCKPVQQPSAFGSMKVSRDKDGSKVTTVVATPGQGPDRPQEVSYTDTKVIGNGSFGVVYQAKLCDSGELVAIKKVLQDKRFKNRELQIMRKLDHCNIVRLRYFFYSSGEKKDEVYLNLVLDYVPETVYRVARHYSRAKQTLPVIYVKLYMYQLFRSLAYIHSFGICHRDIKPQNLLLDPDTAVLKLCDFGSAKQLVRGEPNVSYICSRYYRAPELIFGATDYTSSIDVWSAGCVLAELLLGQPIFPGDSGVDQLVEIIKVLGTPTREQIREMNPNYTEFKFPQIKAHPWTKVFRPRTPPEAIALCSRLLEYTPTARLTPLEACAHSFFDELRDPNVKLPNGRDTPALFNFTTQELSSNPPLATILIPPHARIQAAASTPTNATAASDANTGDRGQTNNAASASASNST
#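 Assay system: GST-tagged human GSK3beta kinase, cell-free; Input: 1.6 ng GSK3beta; Medium: Tris/MgCl2 kinase buffer; Timing: 60 min enzyme reaction, room temperature; Signal: ADP-Glo luminescence quantifying ADP generated by kinase; Evaluation: score relative to plate controls; Benchmarks: DMSO neutral wells and GW8510 at 20 µM as positive.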
# Starred values were filed as active, the others as inactive; i = inactive; u = inconclusive; x = not tested or not shown.
# A first look:
SMILES,Dyrk1A ADPGlo,AI-2 QS modul,HSP90 inh,HDAC3 inh,Platelet DG rel,HSF1 inh,PolyA inhibitor,HSF1 activator,GSK3A inh,GSK3B inh
CC(C)(C)S(=O)c1cccs1 (stereo not drawn),-4.9,13.1,2.6,-2.5,-2.8,-14.9,i,-1.4,-1.6,3.3
COc1ccc2cc3cc(C(=O)NCCC(C)C)oc3nc2c1,11.5,12.8,-1.5,0.6,1.4,-5.8,i,-15.5,-1.6,2.2

# Results, from the start:
SMILES,Dyrk1A ADPGlo,AI-2 QS modul,HSP90 inh,HDAC3 inh,Platelet DG rel,HSF1 inh,PolyA inhibitor,HSF1 activator,GSK3A inh,GSK3B inh
CC(C)(C)S(=O)c1cccs1 (stereo not drawn),-4.9,13.1,2.6,-2.5,-2.8,-14.9,i,-1.4,-1.6,3.3
COc1ccc2cc3cc(C(=O)NCCC(C)C)oc3nc2c1,11.5,12.8,-1.5,0.6,1.4,-5.8,i,-15.5,-1.6,2.2
CC(=O)Nc1cccc(NC(=O)C(F)(F)F)c1,-1.0,13.3,5.8,-6.3,-2.2,-6.5,i,8.1,9.7,-1.1
COc1ccccc1CNc1nc2nc(C)cc(=O)n2[nH]1,4.8,-5.7,3.2,-1.7,4.8,-3.2,i,-6.9,-5.3,0.3
NS(=O)(=O)c1ccc(NC(=S)N2CCN(C(=O)C3CCCO3)CC2)cc1 (stereo not drawn),-6.4,17.4,1.4,-2.3,-5.4,-0.4,i,17.6,-2.4,4.3
COc1cccc(CNC(=O)Cn2nc(C)c([N+](=O)[O-])c2C)c1,-0.7,x,-3.5,7.4,-6.0,17.8,i,u,-0.8,x
O=C(Nc1cccc(C(F)(F)F)c1)c1cccnc1,x,11.9,2.6,2.1,12.6,-1.5,x,-1.7,-0.3,0.1
CCN1CCN(C(=O)N(c2ccccc2)c2ccccc2)CC1,0.6,7.7,1.0,4.5,-3.0,-10.8,i,-3.2,-1.3,0.2
COc1cc(/C=N/NC(=O)C2COc3ccccc3O2)cc(OC)c1OC (stereo not drawn),-3.7,13.2,1.2,0.3,-3.2,2.6,i,-5.6,-2.2,2.6
COCCN(C(=O)CCC(=O)Nc1ccccn1)C(C(=O)NCCC(C)C)c1ccc(C)cc1 (stereo not drawn),-5.6,-14.0,-2.5,-2.0,8.6,-5.8,i,0.7,-1.3,2.2
Cc1cc(NS(=O)(=O)c2ccc(OCCNS(C)(=O)=O)cc2)no1,-1.0,1.9,-0.4,-1.5,-2.7,-6.1,i,-6.5,-2.6,3.2
CCOC(=O)CSc1nc(NCc2ccco2)c2ccccc2n1,12.9,43.9,-1.9,-2.3,1.4,4.1,i,-5.7,-1.9,-1.4
Cc1nc(CN2CCOCC2)cc(=O)[nH]1,-2.3,8.9,4.4,7.1,-9.6,3.5,i,-10.0,-1.1,0.2
CC1CC(C)CN(S(=O)(=O)c2ccc3c(c2)oc(=O)n3CC(=O)NCc2cccnc2)C1 (stereo not drawn),2.6,10.2,-3.9,-2.1,2.0,1.9,i,-10.9,-2.0,2.3
COCC(C)NC(=O)CCS(=O)(=O)c1nc(-c2ccc(OC)cc2)cc(C(F)(F)F)n1 (stereo not drawn),-5.0,-3.7,4.4,7.1,-2.9,179.4,i,238.1*,-2.4,-2.5
CCN(CC)c1ccc(C(=O)Nc2cccc(F)c2)cc1,1.7,11.3,0.9,5.4,4.9,27.0,i,60.8*,x,0.0
CN1CCCC(OC(=O)CCCC(=O)OC2CCCN(C)C2)C1 (stereo not drawn),3.2,3.9,1.3,0.8,-2.0,2.2,i,-4.4,11.9,0.2
O=C1NC2(CCC3(CC2)OCCO3)NN1c1ccc(Cl)cc1,2.6,2.0,-1.3,3.2,-1.8,-4.2,i,19.4,-0.8,-2.6
COC(=O)CNC(=O)Cn1c(=O)n(Cc2ccc(F)cc2)c(=O)c2sccc21,0.3,5.6,-0.5,5.2,2.7,3.1,i,9.4,-2.1,4.7
Cn1cc(Br)cc2nc(C(F)(F)F)nc1-2,0.7,3.5,1.2,-2.8,4.1,-2.3,i,1.4,-0.4,4.1
Cc1ccc(S(=O)(=O)N(C)C)cc1NC(=O)C(C)OC(=O)/C=C/c1cccs1 (stereo not drawn),-3.0,1.9,1.3,4.2,-7.3,-1.6,i,8.6,-2.8,-0.6
COC(=O)c1cc(=O)c2c(C)nc(C(Cl)(Cl)Cl)nc2[nH]1,0.0,3.5,-1.8,-2.0,-8.6,-3.8,i,-5.5,4.7,-3.1
C=CCn1cnc2sc(C(=O)Nc3ccccc3OC)c(C)c2c1=O,-1.3,0.1,-1.4,0.9,-6.0,0.3,i,6.2,x,0.1
OCCN1CCN(c2ncnc3sc4c(c23)CCCC4)CC1,22.6,-4.7,2.9,4.2,-1.3,-11.8,i,-14.1,7.5,-1.6
Cc1ccccc1C(=O)N1CCc2c([nH]c3ccccc23)C1C(F)(F)F (stereo not drawn),x,17.8,-3.2,-0.5,0.6,-1.7,i,-1.9,-1.8,1.3
COc1ccc(OC)c(S(=O)(=O)N2CCC(C(=O)NCc3ccccc3OC)CC2)c1,3.4,12.6,1.0,2.9,1.1,-15.6,i,-7.8,-1.9,-3.3
COc1ccc(CC(=O)N2CCN(c3ccccc3)CC2)cc1OC,x,27.4,3.3,4.4,-5.7,1.1,i,10.3,-2.0,3.8
COc1ccc(NC(=O)C2CCN(S(=O)(=O)c3c(C)noc3C)CC2)cc1OC,-0.4,19.5,0.5,-5.2,-2.1,-3.8,i,2.4,-9.4,3.4
CC12CCC(=O)N1C(C(=O)N1CCN(S(=O)(=O)c3ccccc3F)CC1)CS2 (stereo not drawn),-1.9,20.0,x,-2.0,-9.3,3.0,i,4.3,2.4,1.5
CCN1CCCC1CNC(=O)Cn1cccc1C(=O)c1ccccc1 (stereo not drawn),2.6,19.5,-2.4,0.0,-4.1,-8.2,i,-10.8,-0.8,-0.5
CC(C)=CCN1CCN(Cc2ccc(N3CCNC3=O)cc2)CC1CCO (stereo not drawn),-4.3,12.6,-1.0,-5.5,15.4,-10.5,i,-19.1,-3.2,2.4
COCCN(CC(=O)NCc1ccc2c(c1)OCO2)C(=O)CCC(=O)Nc1nccs1,1.9,24.7,0.7,1.0,1.1,1.3,i,-3.3,8.8,-4.1
Cc1cccc(-c2nnc(SCC(=O)c3ccc(O)cc3O)n2C)c1,-9.0,13.2,2.3,2.1,-3.8,-4.1,i,18.8,2.7,0.2
COC(=O)c1c(NC(=S)NNC(=O)c2ccc(Cl)s2)sc(C(=O)N(C)C)c1C,-6.1,21.5,-6.6,6.9,9.6,-2.8,i,1.7,-1.1,5.0
O=C(CCN1C(=O)c2cccc3cccc(c23)C1=O)NCC1CCCO1 (stereo not drawn),2.3,14.4,-5.5,x,-8.7,-3.4,i,-20.1,0.3,-1.2
COc1ccc(N(C(=O)Cn2nnc3ccccc32)C(C(=O)NCc2ccco2)c2ccncc2)cc1 (stereo not drawn),0.1,7.0,0.5,9.7,0.1,0.2,i,7.9,0.6,3.7
CCCC(=O)OCC(=O)c1[nH]c(C)c(C(C)=O)c1C,x,18.7,1.8,6.6,35.5,11.2,i,24.6,-2.2,-1.5
N#Cc1c(-c2ccccc2F)cc(-c2cccnc2)nc1N,2.4,12.4,1.7,-125.5,-3.4,-6.3,i,-2.8,3.8,-3.7
Cc1ccc(CNC(=O)c2cc3c(=O)n4ccccc4nc3n(CC3CCCO3)c2=N)cc1 (stereo not drawn),-0.1,5.8,-3.3,-216.3,-1.5,-1.1,i,14.0,-1.2,-2.0
O=C(Nc1ccncc1)c1cc(S(=O)(=O)N2CCN(c3ccccc3)CC2)ccc1Cl,9.3,-7.1,x,3.9,-1.4,-0.7,i,5.0,-3.1,-2.2
Cn1cc(/C=C(\C#N)C(=O)Nc2ccccc2O)c2ccccc21,0.9,-17.3,0.3,1.7,x,11.3,i,9.4,-0.9,1.6
CCCOc1ccc(S(=O)(=O)N2CCCC2)cc1[N+](=O)[O-],-1.0,35.7,0.6,1.4,1.5,-22.9,i,-40.2,-2.6,-2.1
COc1ccccc1CN=C1NC(=O)C(CC(=O)Nc2ccc(C(C)=O)cc2)S1 (stereo not drawn),6.8,23.2,8.4,6.4,1.9,2.6,i,2.3,-0.5,-15.3
Cc1cc(Br)ccc1SCC(=O)OCC(=O)Nc1ncc(C(F)(F)F)cc1Cl,-0.4,43.7,-4.8,6.4,0.3,-9.3,i,-2.0,-2.3,3.2
O=C(N[C@@H](Cc1ccccc1)C(=O)N1CCC2(CC1)NCCc1[nH]cnc12)c1cccc(Br)c1,3.2,3.9,-1.2,-1.5,1.3,-8.8,i,-3.1,-2.1,1.2
CCOc1ccc(C(=O)NC2CCN(C(=O)NCc3ccccc3)CC2)cc1,-8.8,18.2,0.1,-5.3,-0.7,-6.7,i,1.1,3.0,1.0
N#CCC(=O)N/N=C/c1cc([N+](=O)[O-])ccc1N1CCCC1,-1.4,-5.1,3.1,3.3,-7.9,0.9,i,3.9,4.0,0.0
CC(=O)OCCCNc1cc(Sc2ccc(C)cc2)c2nonc2c1[N+](=O)[O-],-7.7,29.5,5.0,1.0,13.9,-80.0*,i,-84.3,-2.2,-13.4
COc1ccc(NC(=O)[C@@H]2CC=C[C@@H]3CCN(Cc4ccccc4)C(=O)[C@@H]32)cc1,4.8,13.4,x,0.2,4.7,-1.2,i,-7.9,8.3,-0.9
O=C(CSc1cccc[n+]1[O-])CSc1cccc[n+]1[O-],-2.7,1.6,-1.9,-0.1,-3.2,-3.2,i,-0.9,-0.6,-2.7
CC(C)(C)N(NC(=O)Nc1ccc(Cl)cc1)C(=O)c1ccccc1,9.7,3.5,-0.3,5.2,-22.1,5.2,i,26.4,1.8,1.8
C=CCOc1ccc2ccccc2c1CNc1ncn[nH]1,-4.8,2.7,2.1,0.4,-9.8,0.3,i,4.2,-3.3,-0.4
CNS(=O)(=O)c1cccc(C(=O)NCC(c2cccs2)N2CCOCC2)c1 (stereo not drawn),0.9,x,x,3.0,-5.8,-0.6,i,-4.2,0.5,x
COc1ccc(Cl)cc1N(C(=O)c1ccco1)C(C(=O)NC1CCCC1)c1cccnc1 (stereo not drawn),-1.5,-6.0,-1.4,-4.6,5.5,5.6,i,36.4,-0.9,-3.0
c1ccc(CNc2cncnc2)cc1,-3.1,1.5,-1.1,-4.3,1.0,-9.0,i,-0.1,-2.0,2.5
COc1ccc(OC)c(-n2c(C)ccc2-c2ccc(S(C)(=O)=O)cc2)c1,1.1,29.3,-0.1,-13.6,6.0,1.2,i,0.4,2.0,-2.9
COc1cc2c(C(=O)N3CCN(C)CC3)c(C)n(-c3ccccc3)c2cc1Br,1.2,10.6,6.5,-1.2,-1.2,-3.2,i,-6.6,-2.0,5.8

# This is a subset; the hit share may differ from the screen's.
